# Cardio protect – modulators protecting cardiomyocytes from myocardial damage. H9c2 cardiomyocytes, H2O2 injury protection, ATPLite, 2 h. protection from H2O2 cell death, % at 20 µM. 0.63% of 360,000 active. AID 588492;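 active = compounds giving at least 50% protection of heart cells from peroxide-induced death in the single-dose screen, raw or plate-pattern-corrected value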;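 also: 0% = DMSO wells with peroxide and 100% = DMSO wells without peroxide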
# MC4R ag barr – agonists of human melanocortin 4 receptor (MC4R) beta-arrestin | P32245 | activation, % at 8.9 µM | U2OS MC4R beta-arrestin complementation, luminescence; percent of melanotan II response, DMSO zero | 0.98% of 360,000 active | AID 540308;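 active = activation above a per-plate cutoff, the mean activation of sample wells on that plate plus 3 SD, cut at about 8% in these data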
# ABCB6 inh MLPCN – blocks the human ABCB6 transporter; Q9NP58; K562-ABCB6 porphyrin accumulation, flow cytometry, 1 h; stronger effect = lower value; fluorescence ratio to DMSO, % at 10 µM; 0.19% of 360,000 active;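 active = fluorescence ratio to DMSO below 75%, the collection mean minus 3 SD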;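 also: signal is porphyrin accumulated inside mitochondria; 100% equals median channel fluorescence of DMSO control wells; lower ratio means ABCB6 inhibition with less porphyrin fluorescence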
# ABHD5-PLIN5 inh – ABHD5-PLIN5 protein interaction inhibition | Q00G26+Q8WTS1 | 0.78% of 360,000 active | inhibition, % at 4 µM | Split G. princeps luciferase complementation, luminescence, 4 h;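 active = inhibition above the mean inhibition across every tested compound plus 3 SD, cut at about 22% in these data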;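 also: 0% = DMSO only wells and the 100% control is not disclosed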
# SRC2 inh – human SRC2 (NCOA2) inhibition; HEK293 GAL4-SRC2 luciferase reporter, luminescence; 0.17% of 370,000 active; inhibition, % at 9 µM;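 active = inhibition above the mean inhibition of all tested compounds plus 3 SD, set per campaign, cut at about 52% in these data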;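 also: 0% = DMSO treated cells and 100% = cells given Gossypol at 36 µM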
# NOD2-RIPK2 inh – NOD2-RIPK2 protein interaction inhibition. 0.38% of 360,000 active. CHO BLA complementation NOD2-RIPK2, CCF4 ratio. inhibition, % at 4.98 µM. O43353; in the data active = inhibition above about 21%;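 also: 0% = vehicle only and 100% = reference blocker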
# Target sequence (O43353 whole entry, looked up): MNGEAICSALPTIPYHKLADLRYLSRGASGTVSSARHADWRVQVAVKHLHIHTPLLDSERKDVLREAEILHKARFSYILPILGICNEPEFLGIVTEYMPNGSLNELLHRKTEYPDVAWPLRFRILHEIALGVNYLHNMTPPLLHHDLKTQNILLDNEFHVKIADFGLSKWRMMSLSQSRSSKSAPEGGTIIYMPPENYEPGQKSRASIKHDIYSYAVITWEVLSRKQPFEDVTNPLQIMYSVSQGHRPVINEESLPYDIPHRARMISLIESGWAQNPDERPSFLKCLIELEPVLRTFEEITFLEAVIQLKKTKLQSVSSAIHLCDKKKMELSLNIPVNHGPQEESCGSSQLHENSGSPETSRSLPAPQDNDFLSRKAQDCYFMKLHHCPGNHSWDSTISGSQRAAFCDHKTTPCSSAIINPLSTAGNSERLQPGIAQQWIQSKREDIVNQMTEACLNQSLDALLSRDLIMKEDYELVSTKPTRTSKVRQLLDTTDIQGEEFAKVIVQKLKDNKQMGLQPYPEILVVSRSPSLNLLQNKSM
# m5-HT2A agonist – agonists of mouse serotonin 5-HT2A receptor (HTR2A); CHO-K1 mHTR2A beta-arrestin complementation, luminescence; percent of 30 µM serotonin response; P35363; 0.66% of 360,000 active; AID 624169; activation, % at 7.6 µM;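 active = activation above a run cutoff, the mean activation of all tested compounds plus 3 SD, cut at about 14% in these data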;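 also: 0% = plate median of compound wells and 100% = 30 µM serotonin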
# Target sequence (P35363 whole entry, looked up): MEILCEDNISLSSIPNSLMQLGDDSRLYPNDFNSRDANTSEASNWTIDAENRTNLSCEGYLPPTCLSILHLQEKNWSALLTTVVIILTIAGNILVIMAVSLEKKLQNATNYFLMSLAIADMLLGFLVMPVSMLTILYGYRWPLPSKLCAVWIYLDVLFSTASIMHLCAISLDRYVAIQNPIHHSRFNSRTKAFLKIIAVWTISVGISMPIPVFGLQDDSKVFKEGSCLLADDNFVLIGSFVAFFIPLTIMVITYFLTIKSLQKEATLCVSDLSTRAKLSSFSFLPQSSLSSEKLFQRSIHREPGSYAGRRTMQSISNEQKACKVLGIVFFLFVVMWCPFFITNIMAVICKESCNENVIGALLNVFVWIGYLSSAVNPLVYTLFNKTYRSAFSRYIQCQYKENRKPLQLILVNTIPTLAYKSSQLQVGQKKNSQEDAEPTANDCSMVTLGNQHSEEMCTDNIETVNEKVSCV
# MC4R antagonist – human MC4R antagonism in cAMP assay. P32245. MC4R-expressing cells, MTII-stimulated cAMP, LANCE TR-FRET. inhibition, % at 6.5 µM. 0.48% of 360,000 active;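 active = inhibition above its plate's cutoff, the mean of tested wells on that plate plus 3 SD, cut at about 29% in these data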;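 also: 0% = Melanotan II alone and 100% = Melanotan II plus saturating MCL0020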
#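 Test system: U2OS cells stably expressing human melanocortin 4 receptor (MC4R); also added: Melanotan II challenge; compound: 6.5 µM single dose; timing: 30-min compound preincubation, 1-h Melanotan II challenge, 1-h detection, room temperature; signal: Eu-cAMP/anti-cAMP TR-FRET, emission 671 nm; repeats: one well per compound, no replicates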
# TLR9-MyD88 block – TLR9-MyD88 interaction inhibition; CHO BLA complementation TLR9-MyD88, CCF4 FRET ratio; inhibition, % at 4.98 µM; 0.21% of 340,000 active;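 active = inhibition above the mean over all tested compounds plus 3 SD, cut at about 21% in these data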;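 also: 0% = DMSO only wells and 100% = clavulanate BLA inhibitor control wells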
# N-glyco inh – N-linked glycosylation inhibition; AID 588692; reporter increase, % at 12.5 µM; D54 ERlucT glycosylation luciferase reporter, 24 h; percent of 100 nM tunicamycin response; 0.23% of 360,000 active;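 active = mean luciferase reporter signal, scaled so untreated is 0 and the glycosylation-blocking control 100, at or above a set limit in every replicate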;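 also: luciferase carries N-glycosylation sites so blocking glycosylation raises the light; 0% = median of neutral control wells and 100% = median of 100 nM tunicamycin wells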
# * marks the source's active call; other numbers are inactive results; · = not tested or not shown.
1	O=C1N/C(=C/c2cccn2-c2ccccc2)C(=O)N1Cc1ccc(F)cc1
2	Nc1nc(SCC(=O)NCCC(c2ccccc2)c2ccccc2)n[nH]1
3	O=C(O)C1CC(=O)N(CCOc2ccccc2)C1 (configuration not stated)
4	CCOc1cc(S(=O)(=O)N2CCN(C(=O)c3ccco3)CC2)ccc1F
5	O=C(c1cccc(C(F)(F)F)c1)C1CCCN(Cc2cccn2-c2ncccn2)C1 (configuration not stated)
6	CC(NC(=O)COC(=O)c1ccc([N+](=O)[O-])o1)c1ccccc1 (configuration not stated)
7	CCOc1ccc(Br)cc1S(=O)(=O)NCCN1CCCC1
8	C=CCn1c(SCC(=O)Nc2ncc(Cc3cc(Cl)ccc3Cl)s2)nnc1-c1ccncc1
assay / entry,1,2,3,4,5,6,7,8
Cardio protect,4,·,-12,-2,-5,15,5,-7
MC4R ag barr,17*,0.1,-1.1,-0.9,-0.1,-0.3,-1.5,-1.4
ABCB6 inh MLPCN,80,103,91,93,103,95,97,111
ABHD5-PLIN5 inh,1,0,-7,-2,0,-1,8,1
SRC2 inh,-16,9,-6,19,-2,3,-3,1
NOD2-RIPK2 inh,6,2,-3,0,-2,-5,0,-1
m5-HT2A agonist,2,-1,-8,0,-7,4,-5,2
MC4R antagonist,-7,7,-5,2,9,4,-4,13
TLR9-MyD88 block,1,3,2,1,4,-11,-6,-11
N-glyco inh,0,1,-1,2,4,2,0,1

9	COc1ccc(N2CCN(C(=O)c3cc4c(s3)CCCCC4)CC2)cc1
10	CCCC(=O)N1CCN(c2ccc(NC(=S)NC(=O)c3cccc(C)c3)cc2)CC1
11	Nc1ccc(S(=O)(=O)NC2(C(F)(F)F)NC(=O)N(Cc3ccccc3)C2=O)cc1 (configuration not stated)
12	Oc1cccc2ccc(/C=C/c3c(F)cccc3Cl)nc12
13	Cc1cc(Cl)nc2ccc(Cc3ccc4nc(Cl)cc(C)c4c3)cc12
14	COc1ccc(C(C)=O)cc1CN1C(=O)NC2(CCCCC2)C1=O
15	Oc1c(C=NCc2ccccc2)sc2ccccc12
16	COc1cccc(CC2(CO)CCN(Cc3ccc4cccc(F)c4n3)CC2)c1
assay / entry,9,10,11,12,13,14,15,16
Cardio protect,-8,-13,-4,3,-14,19,-8,-3
MC4R ag barr,2.7,-0.3,2.2,-3.0,-0.4,-0.3,-2.7,-2.9
ABCB6 inh MLPCN,99,96,101,98,94,104,104,96
ABHD5-PLIN5 inh,2,-2,-7,-15,-4,5,-6,1
SRC2 inh,4,21,-19,-105,-8,-35,-48,-14
NOD2-RIPK2 inh,13,-7,1,-8,-5,-2,-8,-3
m5-HT2A agonist,-1,-2,-7,-6,6,2,-4,-2
MC4R antagonist,17,3,11,2,-11,2,-5,0
TLR9-MyD88 block,-7,2,-11,-1,6,2,7,6
N-glyco inh,-3,-7,1,9,-4,1,-1,-1

# Some of the entries above in another layout.
no.	structure	Cardio protect	MC4R ag barr	ABCB6 inh MLPCN	ABHD5-PLIN5 inh	SRC2 inh	NOD2-RIPK2 inh	m5-HT2A agonist	MC4R antagonist	TLR9-MyD88 block	N-glyco inh
16	COc1cccc(CC2(CO)CCN(Cc3ccc4cccc(F)c4n3)CC2)c1	-3	-2.9	96	1	-14	-3	-2	0	6	-1
15	Oc1c(C=NCc2ccccc2)sc2ccccc12	-8	-2.7	104	-6	-48	-8	-4	-5	7	-1
14	COc1ccc(C(C)=O)cc1CN1C(=O)NC2(CCCCC2)C1=O	19	-0.3	104	5	-35	-2	2	2	2	1

# Carrying on.
17	OCC1(CCCc2ccccc2)CCN(Cc2cnc(N3CCOCC3)s2)CC1
18	CCC(=O)Nc1ccc(C(=O)CSc2nnc(-c3ccccc3F)n2C2CC2)cc1
19	O=C(NC1CCCC1)C1CCN(C(=O)c2cc(Cl)ccc2Cl)CC1
20	Clc1ccc(Oc2cnc3ccccc3n2)cc1
21	O=C(O)C1Cc2ccccc2CN1C(=O)COc1ccc(Cl)cc1 (configuration not stated)
22	Cc1nc2nc(Cc3ccccc3)[nH]n2c(=O)c1Cl
23	CN(C)C(=O)COn1c(SCC(=O)N(C)C)nc2ccccc2c1=O
24	Cc1ccnc(NC(=O)C2CCCN(c3ncnc4c3nc3n4CCCCC3)C2)c1 (configuration not stated)
assay / entry,17,18,19,20,21,22,23,24
Cardio protect,-20,-2,0,1,-8,1,9,11
MC4R ag barr,3.6,-1.4,0.9,0.2,-0.1,-0.9,-3.3,0.0
ABCB6 inh MLPCN,100,94,99,101,103,93,99,101
ABHD5-PLIN5 inh,-5,-5,-1,-3,1,8,-4,-7
SRC2 inh,14,8,-26,-8,-17,2,14,16
NOD2-RIPK2 inh,-4,4,-3,2,-6,-8,-9,-8
m5-HT2A agonist,-4,0,1,-2,0,6,0,-5
MC4R antagonist,13,-6,8,-4,7,-3,4,3
TLR9-MyD88 block,-2,-8,2,-3,-6,-1,7,-5
N-glyco inh,-2,-2,1,-7,2,0,-1,2

25	Cc1cc(-n2c(C)cc(C(=O)COc3ccc4ccc(=O)oc4c3)c2C)no1
26	Cc1nc2ccccc2n1Cc1ccccc1Br
27	CC(C)(C)c1ccc(-c2nnc(SCCC#N)n2C2CCCC2)cc1
28	Nc1ccc(N(c2ccccc2)c2ccc(N)cc2)cc1
29	CCN(CC(=O)NCc1ccc2c(c1)OCO2)S(=O)(=O)c1ccc(F)cc1
30	COc1ccc(S(=O)(=O)NC(=O)C2(C)CCN2C(=O)Cc2ccccc2)cc1OC (configuration not stated)
31	CCOC1CCc2c(C)nc(N)nc2S1 (configuration not stated)
32	[O-][n+]1onc2c3cc(-c4ccccc4)nnc3ccc21
assay / entry,25,26,27,28,29,30,31,32
Cardio protect,70*,-13,-29,-14,0,0,-1,6
MC4R ag barr,-1.1,-0.8,1.1,-0.7,-0.2,-2.1,-0.9,-1.4
ABCB6 inh MLPCN,93,89,93,96,96,104,97,95
ABHD5-PLIN5 inh,1,4,-5,-1,4,3,2,6
SRC2 inh,-37,14,21,29,-14,-6,12,-12
NOD2-RIPK2 inh,-3,-4,3,3,-10,-10,2,-3
m5-HT2A agonist,-5,0,0,3,0,5,-1,-1
MC4R antagonist,0,7,18,-1,22,6,2,19
TLR9-MyD88 block,-8,3,-8,3,-6,·,-4,-10
N-glyco inh,-2,-1,-10,-1,0,3,1,3

33	Cc1cc(OCC(O)CN2CCCC2)cc(C)c1Cl (configuration not stated)
34	COCc1cccc(-c2csc(C(O)c3ccc(F)c(OC)c3)n2)c1 (configuration not stated)
35	CCOc1ccc(NC(=O)c2cc(SC)ccc2Cl)cc1
36	Cc1ccc(NC(=O)COC(=O)c2ccc(=O)n(Cc3ccccc3)n2)cc1F
37	CC1CCN(c2ccc([N+](=O)[O-])cc2C(=O)NCC2CCCO2)CC1 (configuration not stated)
38	CC1(C)CC(=O)CC(C)(C)N1OC(=O)c1ccccn1
39	Cc1nnc(Nc2ccc3c(c2)OCO3)c2ccccc12
40	Cc1cc(C(=O)COC(=O)CC(NC(N)=O)c2ccc(Cl)cc2)c(C)n1C (configuration not stated)
assay / entry,33,34,35,36,37,38,39,40
Cardio protect,6,-16,-3,-4,2,-7,4,-4
MC4R ag barr,-1.2,0.6,-1.8,-0.8,-0.9,1.1,-1.1,-0.3
ABCB6 inh MLPCN,92,97,88,104,106,100,114,95
ABHD5-PLIN5 inh,4,-12,-5,20,5,2,-2,-1
SRC2 inh,-9,-9,-9,-33,13,-1,-42,-13
NOD2-RIPK2 inh,0,-20,-7,-16,-9,-3,-12,6
m5-HT2A agonist,6,0,-3,-2,3,0,6,11
MC4R antagonist,-3,2,0,12,-6,6,6,0
TLR9-MyD88 block,5,·,6,6,3,-1,-8,-5
N-glyco inh,-3,-1,-2,0,3,1,1,2

# Copied from the list:
# Result of CCOc1ccc(Br)cc1S(=O)(=O)NCCN1CCCC1 under MC4R antagonist: -4
# Result of CCOC1CCc2c(C)nc(N)nc2S1 (configuration not stated) under ABCB6 inh MLPCN: 97

# Next section:
41	Cn1nc(C(F)(F)F)c(-c2ccccc2)c1NC(=O)c1nccnc1C(=O)O
42	COc1nc(N)nc(N2CCOCC2)n1
43	COC(=O)c1cc(-c2ccc(Br)cc2)on1
44	O=c1[nH]c(C2CCN(S(=O)(=O)c3cccc([N+](=O)[O-])c3)CC2)nc2c1nnn2Cc1ccccc1
45	COc1ccc(/C(N)=N/OC(=O)Cc2ccc(OC)c(OC)c2)cc1
46	COP1(=O)C[C@@H](O)[C@@H](O)[C@@H](COCc2ccccc2)O1 (some centres not stated)
47	O=C(OC1CC2CC1[C@H]1CCCCN1C2=O)N1CCN(C(=O)c2ccccc2)CC1 (some centres not stated)
48	O=C(NC1CCCCC1)C(c1ccccn1)N(C(=O)c1csnn1)C1CCCCC1 (configuration not stated)
assay / entry,41,42,43,44,45,46,47,48
Cardio protect,1,4,-9,3,-15,4,·,0
MC4R ag barr,-0.6,-1.1,-2.2,-0.2,1.5,1.3,·,-2.0
ABCB6 inh MLPCN,103,93,97,95,95,99,99,98
ABHD5-PLIN5 inh,-2,3,0,1,1,7,-1,-1
SRC2 inh,-12,-17,9,-6,-23,-8,-1,-18
NOD2-RIPK2 inh,-1,3,-14,-11,7,0,-2,-1
m5-HT2A agonist,6,5,-1,-1,-7,-2,4,1
MC4R antagonist,15,11,14,-12,-1,8,·,1
TLR9-MyD88 block,-4,-8,4,-10,-9,0,·,-1
N-glyco inh,-1,1,1,7,-1,-1,·,3

49	COc1ccc(CCCNC(=O)C2CCC(=O)N(CC3CCCCC3)C2)cc1 (configuration not stated)
50	CCOC(=O)c1c(C)[nH]c(C(=O)N/N=C/c2ccc(Br)cc2)c1C
51	COc1ccc(C(=O)N2CCCC(CCC(=O)N3CCN(c4ccccn4)CC3)C2)cc1 (configuration not stated)
52	CCOC(=O)N1CCN(CCCc2ccccc2)CC1
53	O=C(CSc1n[nH]c(-c2cccnc2)n1)OC1CCCCC1
54	Cc1cc(NC(=O)CCC(=O)N(Cc2ccccc2)C2(C(=O)NC3CCCCC3)CCCC2)no1
55	CCC(=O)c1ccc(OCC(O)CN2CCN(S(=O)(=O)c3ccc(NC(C)=O)cc3)CC2)cc1 (configuration not stated)
56	COc1ccc(C(=O)O/N=C(\N)c2ccc(Cl)cc2)cc1
assay / entry,49,50,51,52,53,54,55,56
Cardio protect,-3,1,0,0,0,-6,0,-15
MC4R ag barr,2.0,-0.4,-1.9,-1.4,-2.5,2.7,-1.7,-0.9
ABCB6 inh MLPCN,100,74*,96,96,96,100,96,91
ABHD5-PLIN5 inh,7,-9,-9,6,1,-3,3,-9
SRC2 inh,12,26,-15,-37,9,-24,-20,-28
NOD2-RIPK2 inh,-2,3,2,-10,-3,5,2,1
m5-HT2A agonist,5,-4,4,3,0,3,5,1
MC4R antagonist,5,-21,2,4,3,6,-1,-1
TLR9-MyD88 block,0,6,-5,-22,-4,-3,4,4
N-glyco inh,0,4,-4,1,0,-3,1,-2

# A portion of the library (hit frequency here may not be typical).
